Screening data from PubChem BioAssay.
S aureus QS inh: inhibitors of bacterial quorum sensing in S. aureus; actives 0.3% (n = 24,000); inhibition, % at 2 µM; S. aureus RN6390 RNAIII-GFP reporter, AIP-induced, flow cytometry 3 h;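 active means share of bacteria positive for the green fluorescent reporter and its mean brightness both inhibited by 50% or more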;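 further: 0% = AIP-stimulated control and 100% = unstimulated bacteria without AIP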
S aureus QS inh GFP MFI %: recorded beside S aureus QS inh, whose call it bears; inhibition, %; measured here: inhibition of GFP MFI
* hit, by the source's call.

SMILES	S aureus QS inh	S aureus QS inh GFP MFI %
O=C(NCc1ccco1)c1ccc(CS(=O)(=O)c2cccc(C(F)(F)F)c2)o1	-2	-3
COc1ccc(S(=O)(=O)Cc2ccc(C(=O)NC(C)C)o2)cc1	0	7
C#CCOC(=O)C1C2C=CC(C2)C1C(=O)O (stereo not given)	0	-5
Cc1cccc(NC(=O)CCn2nc(C)cc2C)c1	-1	-23
CCCc1ccccc1OCCNC(C)=O	10	20
O=C1CC(c2ccco2)=Nc2ccccc2N1	0	2
COc1cccc(C2C(C(=O)Nc3cccnc3)=C(C)Nc3nnnn32)c1OC (stereo not given)	4	9
Cc1ccc(Cn2nnc3c(=O)n(CC(=O)N4CCCCC4)cnc32)cc1	-2	-18
O=C(CCCn1c(=S)[nH]c2cc3c(cc2c1=O)OCO3)N1CCN(c2ncccn2)CC1	-4	-21
CC(=O)N1CCN(S(=O)(=O)c2cccc(C(=O)Nc3ccc4c(c3)CCC4)c2)CC1	0	2
CC(C)CCN1C(=O)CCC1(C)C(=O)NC1CCCCCC1 (stereo not given)	-1	-7
Cc1ccc(CCSCC(=O)O)cn1	-1	-22
O=C(NCc1ccco1)C1CCN(c2ccc(N3CCOCC3)nn2)CC1	-1	-3
CCCCC(=O)NC(Nc1nc(C2CC2)cs1)(C(=O)OCC)C(F)(F)F (stereo not given)	-2	-9
CCN1CCN(Cc2ccc(NC(=O)Nc3ccccc3)cc2)CC1	-5	-6
Fc1cc(F)c(F)c(SCCc2ccncc2)c1F	-1	-36
O=C(c1cc(-c2ccccc2O)on1)N1CCCC1	6	15
O=C(NC1CCN(Cc2ccccc2)CC1)C1CCN(c2nnc(-n3cccc3)s2)CC1	1	5
CC(c1cccnc1)N(CCN(C)C)C(=O)Nc1ccc(Cl)c(Cl)c1 (stereo not given)	-2	-1
Cc1c(C(=O)OC(C)C)[nH]c2c1C(=O)CCC2	5	41
Cc1ccc(-c2cc(C(F)(F)F)n3ncc(C(=O)O)c3n2)cc1	-2	-12
O=C(CSc1nc2ccccc2o1)NCc1ccc2c(c1)OCO2	4	16
Cc1ccc2oc(=O)c3cnn(CC(=O)NC4CCCCC4C)c3c2c1 (stereo not given)	0	1
COc1cc2c(cc1OC)C(=NCCC(=O)O)NC(C)(C)C2	-2	-6
Cc1ccc(S(=O)(=O)N2CC3CCC2C3)cc1 (stereo not given)	-2	-30
O=C(NC(NC1CCS(=O)(=O)C1)C(=O)c1cccs1)c1ccccc1 (stereo not given)	-1	-6
Cc1cnc(NC(=O)CSc2nnc(-c3ccccc3)n2Cc2ccccc2)s1	-2	-13
CNC(=O)CSc1nnc(-c2cc(C)cc(C)c2)o1	0	2
CCOCCCNC(=O)CCNS(=O)(=O)c1ccc(C)cc1	-1	1
CCOC(=O)COc1ccc2c(c1)C(=O)CC(C)(C)O2	1	1
COC(=O)c1ccccc1NC(=O)CCNC(=O)Cn1cnc2ccccc2c1=O	-2	-42
CCOC(=O)N1CCN(c2nc(-c3ccc(Cl)cc3)cs2)CC1	0	4
CCN1CCn2c3c(c4cc(Cl)ccc42)CCCC31 (stereo not given)	-1	-2
COc1ccccc1-c1c(C)nn2c(N3CCC4(CC3)OCCO4)cc(C)nc12	5	10
Cn1c(C(=O)NCc2cccnc2)cc2sc(Cl)cc21	0	-6
O=C(CCCNS(=O)(=O)c1cccs1)N1CCN(c2cccc(Cl)c2)CC1	16	13
Cc1c(NC(=O)NCCN2C(=O)C3C4C=CC(C4)C3C2=O)c(=O)n(-c2ccccc2)n1C (stereo not given)	-4	-13
Cc1cccn2c(=O)c3cc(C(=O)N4COCC4(C)C)n(C)c3nc12	6	8
CC(C)OCCCNC(=O)c1cc2c(=O)n(C)c3ccccc3c2n1C	-5	-10
COC(=O)c1cccc(Oc2nc3c(c(=O)n(C)c(=O)n3C)n2C(C)C)c1	-1	6
Cc1ccccc1C(=O)NCCN=C1NS(=O)(=O)c2ccccc21	-1	6
CCCN1CCN(C(=O)Cn2ncc3ccccc32)CC1	6	20
O=C(CN1C(=O)C2(OCCO2)c2ccccc21)c1ccc(F)cc1	1	2
O=C(C1CCN(S(=O)(=O)Cc2ccccc2)CC1)N1CCN(c2ncccn2)CC1	-4	1
COc1ccc(-c2cc(C(=O)Nc3ccccc3SC)no2)cc1OC	-6	-15
Cn1c(Cn2c(=O)sc3ccccc32)nnc1SCC(=O)N1CCc2ccccc21	0	2
O=C(O)CCC1(C(=O)O)OCCc2ccccc21 (stereo not given)	-1	2
O=C1c2ccccc2C(Nc2ccc(S(=O)(=O)N3CCCCC3)cc2)N1c1ccccn1 (stereo not given)	24	23
COCCNC(=O)COc1ccc(Oc2ccccc2)cc1	0	2
CC1CCN(CCCn2c(=S)[nH]c3ccc(N4CCOCC4)cc3c2=O)CC1	-2	-1
CC1=C(C(=O)OC(C)C)C(C2CC=CCC2)NC(=O)N1 (stereo not given)	0	4
CCC(NC(C)C)C(O)c1ccc(O)c(O)c1 (stereo not given)	-1	0
CC(C(=O)N1CCCc2c1c(=O)oc1ccc(O)cc21)N1CCc2ccccc2C1 (stereo not given)	0	12
CCC(C)c1ccc(NC(=O)c2cccnc2)cc1 (stereo not given)	2	9
COc1cccc(N2C(=O)N(c3ccccc3Cl)C3CS(=O)(=O)CC32)c1 (stereo not given)	1	10
O=C(c1ccc(Cn2c(=O)[nH]c3ccccc3c2=O)cc1)N1CCN(c2ccccn2)CC1	0	8
O=C1C2CCCN2C(c2ccccc2)N1c1ccc(F)cc1 (stereo not given)	-4	-10
Cc1[nH]c2ccccc2c(=O)c1CN1CCCCC1	0	3
O=C(Nc1cnn(Cc2ccc(F)cc2)c1)c1cnccn1	0	-17
CCOC(=O)C1CCN(c2c(N3CCN(c4ccccc4OC)CC3)c(=O)c2=O)CC1	-1	2

Other structures follow:
SMILES	S aureus QS inh	S aureus QS inh GFP MFI %
CNC(=O)c1c(O)c2cccc3c2n(c1=O)CC3	4	23
COC(=O)c1[nH]c2ccccc2c1NS(=O)(=O)c1ccc(OC)cc1OC	-9	-46
Cc1cc(NCc2ccco2)nc2cc(O)ccc12	-2	-6
O=C(c1n[nH]c2c1CCCC2)n1ccnc1	9	13
CC(=O)Nc1nc(=S)ss1	0	5
Cc1cccc(Nc2ccccc2C(=O)O)c1C	4	6
CCOC(=O)CSC1=Nc2ccccc2C2=NC(CC(=O)NCc3cccs3)C(=O)N12 (stereo not given)	-1	3
Cc1ccc(C2CC(c3ccc(Cl)cc3)n3nc(N)nc3N2)cc1 (stereo not given)	9	12
CC1CN(c2ccc(Oc3ccccc3)cc2)c2nc3c(c(=O)n(CC(N)=O)c(=O)n3C)n2C1 (stereo not given)	-20	-38
COC(=O)c1c[nH]n2c(=O)c(Cc3ccc(F)cc3Cl)c(C)nc12	2	11
Cc1nc2sc(C(c3cccc(F)c3)N3CCOCC3)c(O)n2n1 (stereo not given)	0	2
CCOC(=O)c1[nH]c2ccccc2c1NC(=O)C(CC)CC	-1	-1
Cc1ccc2c(c1)N(CC(=O)N1CCCCC1c1cccnc1)C(=O)CO2 (stereo not given)	-13	-20
CCOC(=O)N1CCN(C(=O)c2cc3c(=O)n(C)c4ccccc4c3n2C)CC1	-1	1
CCN(Cc1ccccc1)S(=O)(=O)c1nc2nc(C)c(C)c(C)n2n1	28	45
COc1cc2c(=O)n(Cc3ccccc3)c(=O)n(CC(=O)NCC3CCCO3)c2cc1OC (stereo not given)	-2	-4
COCCCNC(=O)c1ccccc1NS(=O)(=O)c1ccc(C)cc1	5	20
CCCOc1ccc([C@@H]2C3CN(C(=O)OCC)CC=C3C(C#N)=C(N)C2(C#N)C#N)cc1OC (stereo not given in full)	0	-6
CCOC1OC2C(CO)OC(n3cnc4c(N)ncnc43)C2O1 (stereo not given)	-4	-30
O=C(CC(C(=O)N1CCc2ccccc21)n1ccnc1)N1CCc2ccccc2C1 (stereo not given)	10	33
CCc1ccc(OCc2ccc(C(=O)NCc3ccccn3)o2)cc1	0	9
COc1ccccc1NC(=O)CSc1nc2ccccc2c(=O)n1CCNC(C)=O	2	10
CCN(CC)C(=O)c1c[nH]c2ccc(S(=O)(=O)Nc3cc(C)cc(C)c3)cc2c1=O	8	11
O=S(=O)(NCc1cccs1)c1cccc2cccnc12	-7	-30
COc1cccc2cc(C(=O)N3CCc4ccccc43)c(=O)oc12	2	8
COc1ccc(C2C(C(N)=O)=C(C)Nc3nc(-c4ccccc4)nn32)cc1OC (stereo not given)	0	-18
COc1ccc2c(c1OC)C(=O)N1c3cccc(Cl)c3C(=O)OC21 (stereo not given)	2	3
Cc1c(C(=O)Nc2ccc3c(c2)OCO3)sc2nc(-c3ccccc3)cn12	-3	-13
Cc1ccc(CNC(=O)CCS(=O)(=O)c2cccc3nonc23)cc1	0	-9
CCOC(=O)N1CCC(NC(=O)CS(=O)(=O)Cc2nc(-c3cccc(OC)c3)oc2C)CC1	0	5
Cc1nc2ccc(NC(=O)N3CCSCC3)cc2s1	0	-5
CCCCc1nc(NCCN2CCOCC2)c(C#N)c2c1COC(C)(C)C2	0	-5
Cc1ccc(N=C2NC(=O)CS2)cc1	-4	-1
N#Cc1c(SCC(=O)N2CCOCC2)nsc1SCC(=O)N1CCOCC1	0	6
COc1cccc(NC(=O)c2cn(C)c(=O)c3cc(OC)c(OC)cc23)c1	-6	-25
N#CC1=C(N)Oc2n[nH]c(-c3ccncc3)c2C1c1ccsc1 (stereo not given)	-4	-24
Cc1cc(NC(=O)c2noc3c2CCCC3)no1	-2	14
COC(=O)c1cn(CCOc2ccccc2)c2ccccc12	-1	1
CCCCCn1c(=O)[nH]c2cc(C(=O)NCCN3CCOCC3)ccc2c1=O	0	-44
CC(=O)c1ccc(N2CCN(C(=O)c3ccc(NC(=O)C4CCCO4)cc3)CC2)cc1 (stereo not given)	0	11

A draw from above in order of SMILES length, rising:
SMILES	S aureus QS inh	S aureus QS inh GFP MFI %
Cc1ccc(N=C2NC(=O)CS2)cc1	-4	-1
Cc1cc(NC(=O)c2noc3c2CCCC3)no1	-2	14
Cc1nc2ccc(NC(=O)N3CCSCC3)cc2s1	0	-5
O=S(=O)(NCc1cccs1)c1cccc2cccnc12	-7	-30
COC(=O)c1cn(CCOc2ccccc2)c2ccccc12	-1	1
CCOC1OC2C(CO)OC(n3cnc4c(N)ncnc43)C2O1 (stereo not given)	-4	-30
CCc1ccc(OCc2ccc(C(=O)NCc3ccccn3)o2)cc1	0	9
COCCCNC(=O)c1ccccc1NS(=O)(=O)c1ccc(C)cc1	5	20
N#CC1=C(N)Oc2n[nH]c(-c3ccncc3)c2C1c1ccsc1 (stereo not given)	-4	-24
CCCCc1nc(NCCN2CCOCC2)c(C#N)c2c1COC(C)(C)C2	0	-5
COc1ccc2c(c1OC)C(=O)N1c3cccc(Cl)c3C(=O)OC21 (stereo not given)	2	3
COc1ccccc1NC(=O)CSc1nc2ccccc2c(=O)n1CCNC(C)=O	2	10
CCCCCn1c(=O)[nH]c2cc(C(=O)NCCN3CCOCC3)ccc2c1=O	0	-44
Cc1c(C(=O)Nc2ccc3c(c2)OCO3)sc2nc(-c3ccccc3)cn12	-3	-13
O=C(CC(C(=O)N1CCc2ccccc21)n1ccnc1)N1CCc2ccccc2C1 (stereo not given)	10	33
COc1ccc(C2C(C(N)=O)=C(C)Nc3nc(-c4ccccc4)nn32)cc1OC (stereo not given)	0	-18
CC(=O)c1ccc(N2CCN(C(=O)c3ccc(NC(=O)C4CCCO4)cc3)CC2)cc1 (stereo not given)	0	11
CCN(CC)C(=O)c1c[nH]c2ccc(S(=O)(=O)Nc3cc(C)cc(C)c3)cc2c1=O	8	11
CCOC(=O)N1CCC(NC(=O)CS(=O)(=O)Cc2nc(-c3cccc(OC)c3)oc2C)CC1	0	5
CCCOc1ccc([C@@H]2C3CN(C(=O)OCC)CC=C3C(C#N)=C(N)C2(C#N)C#N)cc1OC (stereo not given in full)	0	-6

Looked up above:
Entry of `Cc1cc(NC(=O)c2noc3c2CCCC3)no1` in S aureus QS inh GFP MFI %: 14
Entry of `Cc1c(NC(=O)NCCN2C(=O)C3C4C=CC(C4)C3C2=O)c(=O)n(-c2ccccc2)n1C` (stereo not given) in S aureus QS inh: -4

Remaining list, next part:
SMILES	S aureus QS inh	S aureus QS inh GFP MFI %
CC[C@H](C)C(=O)O[C@H]1C[C@@H](C)C=C2C=C[C@H](C)[C@H](CC[C@@H]3C[C@@H](O)CC(=O)O3)[C@H]21	6	8
CCCn1c(NCc2ccc(N(C)C)cc2)nc2ccccc21	-3	-37
Cc1cc(C)c(OCC(=O)Nc2cccc(O)c2)cc1C	0	1
COC(=O)CC1SC(=O)NC1=Nc1ccc(C)cc1 (stereo not given)	0	-74
O=C(O)CSCCC(=O)Nc1ccc(F)cc1	-1	9
CCCCn1c(CNC(=O)CCC)nc2ccccc21	-20	-38
Nc1nnc(-c2cccc(Cl)c2Cl)c(N)n1	0	-3
O=C(Nc1ccccc1)N1CCN2C(=O)c3ccccc3C12c1ccccc1 (stereo not given)	11	22
COc1ccc(N(CC(=O)N2c3ccccc3CC2C)S(=O)(=O)c2c(C)noc2C)cc1 (stereo not given)	22	64
CCc1nnc(NC(=O)Nc2ccc(OC)cc2)s1	-5	-21
COc1ccc(F)cc1S(=O)(=O)NC(Cc1ccccc1)C(N)=O (stereo not given)	-6	-21
COc1ccccc1-n1nc(C(=O)O)c2ccccc2c1=O	-5	-12
COc1ccc2nc(N3CCC(C)CC3)c(C#N)cc2c1	-3	-7
COc1ccc(S(=O)(=O)NCCSCc2ccco2)cc1Cl	-2	-11
Cn1c(=O)oc2cc(S(=O)(=O)NCCC(=O)NCCc3ccccc3)ccc21	0	12
CCc1ccc(CCC(=O)Nc2ccc(C)c(C)c2)o1	-1	0
C/C=C(\C)c1nnc(NC(=O)OCC)s1	-2	-1
Cc1nn(C(C)C(=O)NCC2CCCO2)c(=O)c2cc3occc3n12 (stereo not given)	0	-6
COc1ccc(N2CCN(C(=O)c3c(-c4ccccc4)noc3C)CC2)cc1	-2	-5
COC(=O)c1cc2ccc(OC)c(OC)c2c(=O)s1	5	33

An excerpt. The share of hits here may be higher or lower than overall.
